Source: PubChem
DTT redox prof: compounds producing H2O2 with reducing agent – biochemical, NIH compound library profiling, artefact control for MLSCN library redox annotation, primary screen | activation, % at 10 µM | DTT-dependent redox cycling H2O2, phenol red/HRP absorbance; 100% = 100 µM peroxide control, 0% = buffer | 200,000 tested, 0.03% active;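 active = activation of at least 50% relative to the plate's high and low controls in the primary single-dose screen; inactive = activation below 50%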;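 also: compound incubated with DTT at 0.8 mM final as the reducing agent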
STAT3 inh: reduces IL-6 driven STAT3 reporter signal; U3A cells, IL-6 STAT3-luciferase reporter, luminescence; host cell line lacks STAT1; inhibition, % at 5.5 µM; 190,000 tested, 0.89% active; AID 862;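 active = inhibition above the mean inhibition across all screened compounds plus 3 SD, cut at about 44% in these data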;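 also: 0% = DMSO only wells and 100% = 100 µM nifuroxazide control wells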
STAT1 blocker: STAT1 signaling inhibition | NIH 3T3 STAT1-luciferase reporter, IFN-gamma, luminescence | inhibition, % at 5.5 µM | 200,000 tested, 0.35% active;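 active = inhibition above a set limit, the mean inhibition across all tested compounds plus 3 SD, cut at about 34% in these data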;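 also: 0% = IFN-gamma with DMSO and 100% = IFN-gamma with 300 µM nifuroxazide; values of inactives mirror those of a sister screen read the other way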
Hsp70 act: switches on Hsp70 transcription. HeLa Hsp70 promoter luciferase reporter, luminescence; scaled: vehicle 0, proteasome-inhibitor control 100%. activation, % at 10 µM. 200,000 tested, 0.04% active. AID 1203;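 active = activation above the mean across all tested compounds plus 3 SD, cutoff set per campaign, cut at about 5.5% in these data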;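 also: 100% = MG132 at 30 µM as the positive control and 0% = DMSO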
HMGR II inh: inhibitors of class II HMG-CoA reductase from Enterococcus faecalis. purified E. faecalis HMGR, NADPH absorbance 340 nm kinetic. inhibition, % at 10 µM. 190,000 tested, 0.41% active. AID 1066;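 active = inhibition above a set limit, the median over all tested compounds plus 3 SD, cut at about 9.5% in these data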;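 also: enzyme runs in reverse so mevalonate oxidation gives rising NADPH absorbance; 0% = complete reaction with DMSO and 100% = background rate lacking mevalonate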
STAT3 activator: activators of IL-6 induced STAT3 signaling. U3A cells, IL-6 STAT3-luciferase reporter, luminescence; 100% = signal with IL-6 EC80 alone. activation (% of control), % at 5.6 µM. 190,000 tested, 0.91% active;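 active = activation above the screen-wide mean of compound activation plus 3 SD, cut at about 130% in these data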;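 also: 0% = background luminescence of wells with medium and substrate only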
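Test system: STAT3-luciferase reporter U3A cells; Detection: reporter luminescence signal; Times: 1 h compound pre-exposure, 6 h IL-6 stimulation, 37 °C; Benchmarks: IL-6-only high control; Also added: IL-6 stimulus at 33 ng/mL final.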
TLR4 MyD88 comp: inhibitors of human TLR4-MyD88 binding | 200,000 tested, 0.18% active | HeLa CL3-4 TLR4/MyD88 BLA complementation, FRET ratio | inhibition, % at 8.4 µM; in the data active = inhibition above about 25%;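 also: 0% = vehicle and 100% = reference inhibitor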
Target sequence (O00206 whole entry, looked up): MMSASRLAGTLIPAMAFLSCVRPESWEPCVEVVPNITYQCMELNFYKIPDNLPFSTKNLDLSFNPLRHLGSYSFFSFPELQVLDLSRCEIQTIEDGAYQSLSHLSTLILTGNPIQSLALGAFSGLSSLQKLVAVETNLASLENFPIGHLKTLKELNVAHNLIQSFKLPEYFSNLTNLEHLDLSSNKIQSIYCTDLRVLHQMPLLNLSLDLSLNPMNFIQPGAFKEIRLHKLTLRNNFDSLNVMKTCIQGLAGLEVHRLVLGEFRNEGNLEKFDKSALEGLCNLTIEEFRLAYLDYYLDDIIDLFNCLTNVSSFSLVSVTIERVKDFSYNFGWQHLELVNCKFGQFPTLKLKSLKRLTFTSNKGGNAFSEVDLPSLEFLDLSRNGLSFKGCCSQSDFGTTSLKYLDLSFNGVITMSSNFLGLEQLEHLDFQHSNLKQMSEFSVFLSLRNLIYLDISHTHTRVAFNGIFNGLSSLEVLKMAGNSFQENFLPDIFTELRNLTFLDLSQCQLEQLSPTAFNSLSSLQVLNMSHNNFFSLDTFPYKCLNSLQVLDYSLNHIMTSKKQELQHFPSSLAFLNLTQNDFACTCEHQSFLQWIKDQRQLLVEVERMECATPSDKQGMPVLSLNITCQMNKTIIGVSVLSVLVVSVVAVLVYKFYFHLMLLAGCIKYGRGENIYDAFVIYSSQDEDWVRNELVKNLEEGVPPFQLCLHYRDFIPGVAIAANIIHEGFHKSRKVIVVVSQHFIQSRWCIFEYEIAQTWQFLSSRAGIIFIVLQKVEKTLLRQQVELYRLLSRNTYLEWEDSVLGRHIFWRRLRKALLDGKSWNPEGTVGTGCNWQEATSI
Target sequence (Q99836 whole entry, looked up): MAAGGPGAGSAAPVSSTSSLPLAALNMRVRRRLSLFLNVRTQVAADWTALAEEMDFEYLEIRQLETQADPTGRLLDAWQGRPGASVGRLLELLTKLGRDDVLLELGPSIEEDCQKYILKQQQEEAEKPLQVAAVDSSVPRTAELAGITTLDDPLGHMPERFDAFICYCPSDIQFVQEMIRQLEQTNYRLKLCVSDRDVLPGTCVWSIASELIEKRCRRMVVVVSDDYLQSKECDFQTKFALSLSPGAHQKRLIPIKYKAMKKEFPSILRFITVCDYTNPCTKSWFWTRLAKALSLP
APP 5'UTR act: APP 5'UTR luciferase reporter activation. AID 1276. 190,000 tested, 1% active. SH-SY5Y APP 5'UTR luciferase reporter, luminescence; zero percent = DMSO vehicle wells. activation, % at 2 µM;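 active = activation above a set limit, based on mean plus 3 SD of controls, cut at about 140% in these data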; also: values of inactives mirror those of a sister screen read the other way
STAT1 act: STAT1 signaling activation. activation (% of control), % at 5.5 µM. NIH 3T3 STAT1-luciferase reporter, IFN-gamma, luminescence; 100% = IFN-gamma alone, no compound. 200,000 tested, 2.6% active;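 active = activation above the screen-wide mean activation plus 3 SD, cut at about 130% in these data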;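 also: raw ratio to IFN-gamma control signal so 100% means no change and 0% no light; values of inactives mirror those of a sister screen read the other way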
NF-kB neuron act: NF-kB expression increase, human neuronal cells. NF-kB reporter expression; stronger effect = higher value. fold change at 12.5 µM. 190,000 tested, 1.6% active; in the data active = fold change above about 3.3
Starred values were filed as active, the others as inactive; . = no result given.

SMILES | DTT redox prof | STAT3 inh | STAT1 blocker | Hsp70 act | HMGR II inh | STAT3 activator | TLR4 MyD88 comp | APP 5'UTR act | STAT1 act | NF-kB neuron act
COc1ccc(CNC(C)C(=O)Nc2ccc3ccccc3c2)cc1OC (stereo not drawn) | 0.6 | 17 | 0 | -0.1 | 3 | 92 | -19 | -10 | 98 | 1
O=c1oc(-c2ccc(F)cc2)nc2ccsc12 | 0.0 | 0 | -7 | -0.5 | -1 | 106 | 2 | . | 107 | 1.5
Cc1ccc(NC(=S)N(CCN(C)C)Cc2cc3cccc(C)c3[nH]c2=O)cc1 | -0.8 | 5 | 7 | -0.3 | -9 | 97 | -5 | -13 | 93 | 1.4
O=C(NCc1ccco1)c1cc(-c2cccs2)on1 | -0.4 | -4 | -32 | 0.3 | 1 | 106 | -1 | 35 | 130* | 5.2*
C=C(Br)Cn1c(CCCC)nc2ccccc21 | -0.3 | 10 | 5 | -0.4 | -3 | 94 | -7 | -5 | 95 | 1.1
Cc1nc(NC2CCCC2)sc1C(=O)N(C)C | 0.0 | 4 | -3 | 0.1 | -3 | 99 | -1 | 24 | 103 | 1.2
CC(C)Sc1nnc(-c2c[nH]c3ccccc23)n1C | -2.0 | 10 | -13 | -0.2 | 2 | 99 | -8 | . | 112 | 1.9
Cn1c(Cc2cccs2)nnc1SCC(=O)N1CCc2ccccc21 | -0.8 | -7 | 14 | -0.3 | 1 | 109 | 6 | -3 | 91 | 1.1
C=CCn1c(SCC(=O)NC(=O)c2cccn2C)nc2ccccc2c1=O | 0.1 | -3 | 18 | -0.2 | -1 | 104 | 13 | -1 | 83 | 1.3
Cc1ccc(Cn2c(NCCCn3ccnc3)nc3c2c(=O)n(C)c(=O)n3C)cc1 | 1.9 | -4 | 0 | 0.2 | -5 | 108 | 12 | 15 | 100 | 0.88
Cc1ncc(CN2CCN(C(C)C)C(CCO)C2)s1 (stereo not drawn) | -0.7 | -1 | 1 | -0.1 | 1 | 101 | 1 | -5 | 100 | 1.1
Nc1nn2cc(-c3ccccc3)nc2c2ccccc12 | -1.4 | -40 | -47 | 0.0 | 11* | 135* | -1 | 198* | 143* | 0.97
Cn1c(SCC(=O)Nc2ccc3nc(SCC(=O)N4CCCC4)sc3c2)nnc1-c1ccccc1 | -3.0 | 0 | 3 | 0.1 | -4 | 107 | -16 | 5 | 97 | 1.1
COc1ccc(S(=O)(=O)N2CCN(CC(=O)Nc3cc(C(F)(F)F)ccc3Cl)CC2)cc1 | 1.0 | 7 | -3 | 0.0 | 1 | 101 | 4 | -3 | 102 | 0.99
CCOc1ccc(CN(CCO)CCO)cc1C(=O)OC | -0.1 | -4 | 11 | 0.3 | 0 | 107 | 11 | -8 | 90 | 1.3
NC(=O)C1CCN(C(=O)OCc2ccccc2)CC1 | -3.4 | 17 | -10 | 0.1 | -5 | 94 | 4 | 7 | 109 | 1.2
CC(C)(C)NC(=O)c1ccnc(C(C)(C)C)c1 | 0.2 | 5 | -4 | 0.0 | -1 | 101 | 1 | . | 104 | 1.1
Cc1nnsc1C(=O)Nc1ccc(Cl)cc1 | 1.2 | 20 | 4 | -0.4 | -4 | 87 | 1 | -3 | 96 | 1.1
Cc1[nH]n(-c2ccccc2)c(=O)c1/C=N/NC(=O)C(C)C | -0.3 | 6 | -5 | -0.3 | 2 | 96 | -5 | 2 | 105 | 0.76
CCOC(=O)c1sc(NC(=O)CSc2nncn2C)nc1C | -2.5 | 0 | -21 | 0.3 | 1 | 102 | -3 | 22 | 119 | 1.5
CCN(Cc1ccccc1)S(=O)(=O)c1ccc(S(=O)(=O)N(Cc2cccc(OC)c2)CC2CCCO2)cc1 (stereo not drawn) | 0.5 | -5 | 0 | -0.2 | 1 | 102 | 8 | 1 | 100 | 1.1
O=C(CNCc1ccco1)Nc1ccccc1-n1cccc1 | -0.2 | -8 | 2 | 0.0 | 0 | 108 | 0 | -1 | 98 | 0.82
COc1ccc2c(c1)c1c(n2C(C)=O)C(OC(C)=O)=NCC1 | 2.3 | 10 | -1 | -0.2 | -1 | 94 | -16 | 13 | 101 | 0.99
O=C(O)c1ccccc1N/N=C\c1ccnc2ccccc12 | -4.2 | 3 | 33 | 0.0 | 0 | 104 | 0 | 12 | 70 | 2.4
CC(C)Cn1cnc2c1c(=O)n(CC(O)c1ccccc1)c(=O)n2CC(C)C (stereo not drawn) | 0.0 | 14 | 8 | -0.1 | -5 | 92 | -10 | -1 | 92 | 1.1
CCOC(=O)c1cccc(N2C(=O)C3C(C2=O)C2C=CC3C23CC3)c1 (stereo not drawn) | 0.1 | 6 | 5 | -0.2 | -4 | 100 | -3 | 5 | 95 | 1.1
Cc1ccc(-c2nc(SCC(=O)NCC3CCCO3)c(-c3ccc(Cl)cc3)[nH]2)cc1 (stereo not drawn) | -0.1 | -1 | 0 | 0.3 | -3 | 101 | -2 | -9 | 100 | 1.1
Brc1cccc(OCCCCN2CCCCC2)c1 | -0.3 | 16 | 5 | -0.3 | -4 | 93 | -1 | -18 | 96 | 1
O=C(C1=C[C@H](c2ccccc2)C[C@H](OCc2ccc(CO)cc2)O1)N1CCN(Cc2ccccc2)CC1 | -1.1 | . | 0 | 0.1 | -1 | . | 5 | 0 | 102 | 0.82
NC(=O)C1=C[C@H](c2ccc(C(F)(F)F)cc2)C[C@H](OCCCCO)O1 | -0.9 | . | -16 | 0.1 | -5 | . | 1 | -7 | 116 | 1.4

Just STAT3 activator, for some of the entries so far:
SMILES,STAT3 activator
Cc1ccc(-c2nc(SCC(=O)NCC3CCCO3)c(-c3ccc(Cl)cc3)[nH]2)cc1 (stereo not drawn),101
Brc1cccc(OCCCCN2CCCCC2)c1,93

Additional compounds follow.
SMILES | DTT redox prof | STAT3 inh | STAT1 blocker | Hsp70 act | HMGR II inh | STAT3 activator | TLR4 MyD88 comp | APP 5'UTR act | STAT1 act | NF-kB neuron act
Cc1nc(-c2ccc(C(=O)N3CCOCC3)cc2)cs1 | 1.4 | 4 | -8 | 0.2 | -5 | 99 | 11 | -4 | 108 | 1.5
COC(=O)c1ccc(COC(=O)c2nn(C)c(=O)c3ccccc23)cc1 | -0.9 | 41 | 0 | -0.1 | -3 | 69 | -18 | 8 | 100 | 1.1
Cc1cc(OCC(O)CN2CCN(C)CC2)ccc1C(C)C (stereo not drawn) | 1.4 | -6 | 7 | -0.1 | -3 | 108 | 9 | -4 | 94 | 1.1
Cc1cc(F)ccc1S(=O)(=O)Nc1ccccc1C(=O)NCc1cccnc1 | -3.4 | 1 | 2 | -0.6 | 1 | 101 | -2 | -1 | 96 | 1.1
COc1ccc(CNC(=O)COC(=O)c2ccc3c(c2)OCCO3)cc1 | -1.5 | 2 | -1 | 0.2 | -9 | 102 | 7 | 17 | 102 | 0.94
CCOc1cc(C2C3=C(CC(C)(C)CC3=O)Nc3n[nH]c(C)c32)ccc1O (stereo not drawn) | -1.8 | 9 | 3 | -0.3 | 1 | 96 | 2 | 0 | 97 | 1.1
CC(C)c1ccc(OCC(=O)N(Cc2ccccc2)c2ccccn2)cc1 | -0.1 | -8 | 5 | -0.2 | -3 | 110 | -3 | -1 | 96 | 0.57
COCCOC(=O)c1c(NC(=O)CNCc2ccco2)sc(C(N)=O)c1C | 9.1 | 4 | 2 | -0.3 | -2 | 98 | 0 | -5 | 98 | 1
Cc1ccc(C2=N/C(=C\c3ccc(OS(=O)(=O)c4ccc(C)cc4)cc3)C(=O)O2)cc1 | -0.5 | -4 | 1 | -0.4 | -3 | 104 | -9 | 15 | 99 | 1.2
CCc1nnc(NC(=O)c2cccc(S(=O)(=O)N3CCN(c4ccccc4)CC3)c2)s1 | 2.3 | 11 | -1 | -0.5 | -2 | 95 | -17 | -10 | 101 | 0.87
COc1ccc(CN(CC(=O)NCc2ccccc2)C(=O)c2csnn2)cc1 | -0.6 | 4 | -3 | -0.1 | -3 | 102 | -5 | 5 | 101 | 1
O=[N+]([O-])c1c(Nc2ccccc2O)ccc2nonc12 | 0.2 | 31 | 6 | 0.0 | -3 | 80 | 5 | 9 | 93 | 1.5
CCOC(=O)C1CCCN(c2c(C(=O)c3ccccc3)cnc3ccc(OC)cc23)C1 (stereo not drawn) | -1.8 | -11 | 16 | -0.4 | 1 | 111 | 15 | 18 | 85 | 0.49
CC(=O)c1cccc(NC(=O)N2CCN(S(C)(=O)=O)CC2)c1 | 1.2 | 2 | -9 | 0.2 | -4 | 99 | -6 | 18 | 103 | 1
CCCN(CCC)CCCNC(=O)CCNS(=O)(=O)c1ccc(Br)cc1 | 0.0 | 13 | -7 | -0.4 | 5 | 91 | -5 | -1 | 106 | 0.91
CCO[C@H]1OC(C(=O)NCc2ccccc2)=C[C@@H](c2coc3ccccc3c2=O)[C@@H]1CCCO | 4.7 | . | 12 | -0.1 | -4 | . | -2 | 12 | 90 | 3.1
CCn1c(N2CCN(C(=O)/C=C/c3ccccc3)CC2)nc2ccccc21 | -0.1 | -2 | 17 | -0.3 | -2 | 104 | -14 | 8 | 84 | 0.86
O=C(COc1ccc(S(=O)(=O)N2CCCC2)cc1Cl)NC1CC1 | -0.2 | 22 | 8 | -0.3 | 1 | 86 | -1 | 0 | 92 | 1.1
CCOC(=O)c1c(C)c(C(=O)NCc2ccccc2OC)c(C)n1C | -1.8 | 1 | 3 | -0.2 | 1 | 104 | -14 | -12 | 97 | 0.91
CC(C)OC(=O)CSc1nnc(CNc2ccc(Cl)cc2)n1C | -0.9 | 4 | -2 | -0.3 | 5 | 99 | 1 | -1 | 102 | 1.1
Cc1ccc(CNC(=O)c2coc(=O)c3ccccc23)o1 | 0.3 | -24 | -4 | -0.4 | 2 | 121 | -12 | 12 | 104 | 1.1
CC1CCN(c2c([N+](=O)[O-])nn(-c3ccc4c(c3)OCCO4)[n+]2[O-])CC1 | -0.1 | 12 | 0 | -0.4 | -7 | 96 | 3 | . | 100 | 1.3
CCN(CC)C(=O)c1cn(C)c2ccc(S(=O)(=O)N(CC)CC)cc2c1=O | -0.3 | 3 | 0 | -0.1 | -1 | 101 | 5 | 6 | 99 | 0.92
CCN(CCCNS(=O)(=O)c1ccc2c(c1)oc(=O)n2C)c1cccc(C)c1 | -0.1 | -9 | 3 | -0.3 | -4 | 107 | -2 | 6 | 94 | 2
Cc1ccc2nc(-c3ccncc3)cc(C(=O)Nc3ccc(OC(F)F)cc3)c2c1 | 5.4 | 17 | -9 | 0.2 | -6 | 89 | -2 | -16 | 106 | 1.3
CCC(C)NC(=O)CSc1nc2ccsc2c(=O)n1-c1ccc(OC)cc1 (stereo not drawn) | 1.5 | 5 | 8 | -0.1 | -3 | 99 | 2 | 6 | 92 | 1.1
O=C(CCc1ccccc1)Nc1ccc(S(=O)(=O)N2CCCC2)cc1 | -0.3 | -1 | -2 | -0.1 | -3 | 104 | 2 | 14 | 100 | 0.79

No enrichment for hits (roughly 5.6% active in at least one column).
